# Compound activity deposited in PubChem by National Center for Advancing Translational Sciences (NCATS).
# HT1080NT lethal: qHTS for induction of synthetic lethality in tumor cells producing 2HG: qHTS for the HT-1080-NT fibrosarcoma cell line. HT-1080-NT fibrosarcoma viability, CellTiter-Glo ATP luminescence, 48 h. Potency, µM (doses to about 46.1 µM), inactives show at the top dose activity, negative = less viability, actives largely listed as cytotoxic. 360,000 compounds, 1.6% hits;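 also: NT is the 2HG producing partner of a matched IDH1 knockdown line; potency is read from the fitted curve at half-maximal effect; 0% = DMSO-treated cells and -100% = media-only wells without cells; nearly all actives have a fitted effect of over 55% in size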
#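 Toxicity toward the 2HG-producing NT line was scored as %Activity, normalised to DMSO and no-cell wells, from CellTiter-Glo luminescence after 48 hours' treatment.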
# MCF10A rerep: A quantitative high throughput screen for small molecules that induce DNA re-replication in MCF 10a normal breast cells; Potency, µM (titrated, usually from 46.1 µM), for the others: top-dose activity, positive = re-replication, usual class: activators; MCF 10A DNA re-replication, Hoechst nuclear intensity, 48 h; 350,000 compounds, 2.9% hits; AID 624296, 2012; also: potency is read from the fitted curve at half-maximal effect; % of control where 0% means no effect; nearly all actives have a fitted effect of over 50% in size
# KB-3-1 tox: qHTS assay for MDR1-selective chemotherapeutics: Primary screen using the parental adenocarcinoma cell KB-3-1 | KB-3-1 viability, CellTiter-Glo ATP luminescence, 72 h | Potency, µM (doses to about 46.1 µM), for inactives: at the top dose activity change, negative = cytotoxic, hits mostly cytotoxic | 400,000 compounds, 1.4% hits; also: potency is read from the fitted curve at half-maximal effect; % is scaled to controls: 0 for no effect and ±100 for the full control effect; nearly all actives have a fitted effect of over 60% in size
#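 KB-3-1 parental drug-naive adenocarcinoma cells in DMEM/10% FBS, incubated 72 h at 37 C with pin-transferred compounds across a concentration series. Viability by CellTiter-Glo luminescence; concentration-response curves fitted after normalization.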
# HT1080 IDH1KD tx: qHTS for induction of synthetic lethality in tumor cells producing 2HG: qHTS for the HT-1080-IDH1KD cell line. HT-1080 IDH1 knockdown viability, ATP luminescence, 48 h. Potency, µM (series often up to 46.1 µM), without a hit: top-dose activity, negative = toxicity, most hits filed as cytotoxic. 360,000 compounds, 2% hits;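 also: potency is read from the fitted curve at half-maximal effect; 0% = DMSO wells and -100% = cell-free medium wells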
#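 After a 2 h attachment period, IDH1KD HT-1080 cells took pin-transferred compound for 48 h at 37 °C; ATP-based luminescence after 10 min room-temperature reagent incubation reported viability.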
# SW480 rerep: A quantitative high throughput screen for small molecules that induce DNA re-replication in SW480 colon adenocarcinoma cells; SW480 DNA re-replication, Hoechst DNA content imaging, 48 h; 340,000 compounds, 1.8% hits; AID 624297, 2012; Potency, µM (titrated, usually from 46.1 µM), for inactives: at the highest dose re-replication activation, usual class: activators; also: potency is read from the fitted curve at half-maximal effect; % of control where 0% means no effect; nearly all actives have a fitted effect of over 55% in size
#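 Readout is total intensity of Hoechst-stained nuclei, excited at 405 nm and collected at 500-530 nm. Compound treatment lasted 48 hr at 37 C in 5% CO2 before staining.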
# ATXN viability: Viability Counterscreen for Primary qHTS for Inhibitors of ATXN expression. S2 cells (HEK-293 line with an ATXN2-luciferase reporter) viability, CellTiter-Fluor protease fluorescence, 24 h. Potency, µM (doses to about 56.7 µM), actives largely listed as cytotoxic. 400,000 compounds, 0.49% hits. AID 651635, 2014; also: potency is read from the fitted curve at half-maximal effect; nearly all actives have a fitted effect of over 40% in size
# IL-1B inflam inh: qHTS for Inhibitors of Inflammasome Signaling: IL-1-beta AlphaLISA Primary Screen; THP-1 LPS/ATP IL-1B secretion, AlphaLISA, 16 h; hits give low values; activity change, % at 57.5 µM; 360,000 compounds, 4.7% hits; in the data active = activity change below about -50%; inconclusive = mostly about -30% to -49%; also: % is scaled to controls: 0 for no effect and ±100 for the full control effect
#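 Secreted IL-1B measured by AlphaLISA bead assay after 16 h compound exposure of THP-1 cells; compounds (final up to 57.5 uM) added 1 h before LPS (250 ng/mL) and ATP (1.25 mM) stimulation; lower signal means less secretion.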
# KB-V1 cytotox: qHTS assay for MDR1-selective chemotherapeutics: Primary screen using the drug-selected MDR subline cells KB-V1; KB-V1 MDR cells viability, CellTiter-Glo, 72 h; Potency, µM (series often up to 46.1 µM), for the others: at the top dose activity change, negative = cytotoxicity, actives largely listed as cytotoxic; 400,000 compounds, 3.4% hits; AID 1347076, 2019; also: potency is read from the fitted curve at half-maximal effect; % is scaled to controls: 0 for no effect and ±100 for the full control effect; nearly all actives have a fitted effect of over 60% in size
#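 qHTS viability screen in drug-selected KB-V1 MDR cells: 72 h compound treatment at 37 degrees C, ATP luminescence end point.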
# ATXN2 expr inh: Primary qHTS for Inhibitors of ATXN expression; HEK-293 ATXN2-luciferase reporter, luminescence, 24 h; Potency, µM (titrated, usually from 57 µM), inactives show top-dose activity change, negative = inhibition, most hits filed as inhibitors; 360,000 compounds, 0.72% hits; also: potency is read from the fitted curve at half-maximal effect; % is scaled to controls: 0 for no effect and ±100 for the full control effect; nearly all actives have a fitted effect of over 55% in size
#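 ATXN2-luciferase reporter cells (luciferase flanked by upstream and downstream ATXN2 gene portions) were treated 24 h at 37 °C with compounds at up to 57 uM. SteadyGlo luminescence gave expression; GF-AFC fluorescence gave viability.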
# * = called active by the depositor; i = inactive; ? = inconclusive; / = no result given; [ ] = remark or other dose. Unless noted, calls follow the shape of the dose curve; as a rule, active = well fitted curve in the direction sought with a large enough effect; inconclusive = small, poorly fitted or top-dose-only effect, or another doubt; inactive = no such curve, though single readings can be large; an effect the other way counts as inactive or inconclusive.
SMILES,HT1080NT lethal,MCF10A rerep,KB-3-1 tox,HT1080 IDH1KD tx,SW480 rerep,ATXN viability,IL-1B inflam inh,KB-V1 cytotox,ATXN2 expr inh
CC(=O)Nc1ccc(S(=O)(=O)NCC(=O)OCC(=O)c2ccc[nH]2)cc1,2%,-5%,-10%,13%,-7%,i,5,-4%,-1%
COc1ccc(N2CC(C(=O)N/N=C/c3cccs3)CC2=O)cc1 (stereo not drawn),6%,3%,-1%,4%,-12%,?,2,6%,/
O=C(CCc1ccccc1)NC(=S)Nc1ccccc1[N+](=O)[O-],5%,?,-20%,-4%,?,i,-26,?,4%
CSc1nnc(-c2cccs2)n1C,22%,-5%,8%,23%,-7%,i,-11,?,-5%[11.3 µM]
Cc1nn(CCCC(=O)O)c(C)c1[N+](=O)[O-],14%,0%,-3%,24%,-4%,i,22,?,8%
O=C(Nc1cccc(-c2nc3ccccc3s2)c1)C1=COCCO1,-5%,10%,5%,-5%,/,i,16,?,36%
C=CCc1cccc2cc(C(=O)Nc3cccc(Cl)c3)c(=O)oc12,/,/,5%,/,/,i,/,-12%,8%
OC[C@@H]1CN(C2CCCC2)C[C@H](n2cnc3c(NC4CCC4)ncnc32)O1,6%,/,0%,0%,/,i,5,19%,7%
O=S1(=O)N=C(c2ccccc2)c2ccccc21,2%,-1%,17%,6%,-6%,i,22,-2%,11%
COc1ccc(C(CNC(=O)CSc2ccc(Br)cc2C)N2CCOCC2)cc1 (stereo not drawn),-2%,9%,9%,-5%,0%,i,-17,?,-9%
CCOC(=O)c1cnc(SC)nc1Oc1cccc(NS(=O)(=O)c2ccc(F)cc2)c1,-2%,10%,3%,11%,-11%,i,47,0%,2%
Clc1ccc(NC2=NCCC2)cc1Cl,6%,-6%,4%,8%,-3%,i,33,-1%,9%
CCCCNC(=O)c1cccc(NC(=O)c2nsc3ccccc23)c1,/,/,15%,/,/,?,/,0%,12%
O=[N+]([O-])c1ccc2c(c1N1CCCCC1)=NC1(CCCCC1)[N+]=2[O-],-9%,?,-9%,-5%,?,?,3,10%,-21%
COc1ccc(OCCSc2n[nH]c(N)n2)cc1,3%,1%,13%,3%,-2%,i,-13,0%,20%
Cc1cc(C)n(C(=O)COc2ccccc2[N+](=O)[O-])n1,17%,-2%,18%,18%,-3%,i,-10,0%,2%
Cc1ccc(NC(=S)Nc2cccc3cnccc23)cc1,5%,26%,-19%,-1%,0%,?,10,16%,/
C[C@H](NC(=O)c1nc[nH]c1C(=O)NCc1ccc(CNC(=O)OC(C)(C)C)cc1)c1ccccc1,?,15µM*,?,?,4%,?,-22,?,?
CCC(=O)N1CCN(c2ccc(OC)cc2[N+](=O)[O-])CC1,4%[9.24 µM],0%,-12%,-19%,-3%,i,-13,0%,-2%
COc1ccc(-c2cn3nc(SCC(=O)Nc4cc(C)cc(C)c4)ccc3n2)cc1,/,/,1%,/,/,i,/,20%,49%[activator]
O=C(c1cccnc1NCc1ccc(F)cc1)N1CCOCC1,12%,0%,0%,1%[9.24 µM],-10%,i,-5,-20%,4%
COc1ccc(C2C3=C(CCCC3=O)Nc3nc(C(F)(F)F)nn32)c(OC)c1OC (stereo not drawn),0%,-3%,-8%,10%,-4%,i,-8,3%,-11%
Cc1c(NC(=O)c2ccc(Cl)cc2)cc(C(C)C)c(O)c1S(=O)(=O)c1ccccc1,/,/,15%,/,/,i,/,14%,45%[activator]
CN(Cc1ccccc1)c1nc2c(c(=O)n(C)c(=O)n2C)n1CCCc1ccccc1,-18%,26µM*,-18%,-26%,-2%,i,11,0%,4%
C=CCC[C@H](Cc1ccc(F)cc1)C(=O)OC[C@@H](NC(=O)[C@@H](CC=C)CC(=O)N(CCO)Cc1ccccc1)C(C)(C)C,?,?,?,?,7%,20µM*,?,?,?
COCCn1c(-c2ccc(OC)cc2)cnc1SCC(=O)Nc1ccc(OC)cc1OC,-3%,-4%,-10%,2%,1%,?,0,?,?
O=C(NCCCO)NC(=S)c1cccc2ccccc12,-6%,-2%,5%,-10%,2%,i,2,-18%,-9%
CCCc1nc2sc3c(N4CCCCC4)ncnc3c2c2c1CCCC2,/,/,1%,/,/,i,/,0%,7%
O=C(Cn1nnc2ccccc2c1=O)NCc1ccco1,-2%,3%,1%,-1%,-2%,i,-5,18%,-5%
CSc1nc2cc(C)nn2c(-c2ccccc2Cl)c1C#N,15%,-4%,?,6%,-12%,i,13,0%,2%

# Reprinted from the part before: two compounds; new compounds follow.
SMILES,HT1080NT lethal,MCF10A rerep,KB-3-1 tox,HT1080 IDH1KD tx,SW480 rerep,ATXN viability,IL-1B inflam inh,KB-V1 cytotox,ATXN2 expr inh
O=C(Cn1nnc2ccccc2c1=O)NCc1ccco1,-2%,3%,1%,-1%,-2%,i,-5,18%,-5%
CSc1nc2cc(C)nn2c(-c2ccccc2Cl)c1C#N,15%,-4%,?,6%,-12%,i,13,0%,2%
O=C(CCc1nc2ccccc2n1-c1ccccc1)NCCO,-7%,1%,9%,7%,0%,i,18,13%,-5%
Cc1ccc(OCC(=O)Nc2cccc(S(=O)(=O)NC3=NCCCCC3)c2)cc1C,0%,10%,-4%,10%,-8%,i,17,-9%,1%
O=C(Nc1cc(C(F)(F)F)ccc1N1CCOCC1)C1CCCO1 (stereo not drawn),7%,15%,/,-15%,-6%,i,-8,/,-8%
Cc1cc(-c2nnnn2-c2cc(Cl)cc(Cl)c2)no1,7%,3%,0%,13%,-2%,i,-12,-4%,0%
COc1cccc(/C=N/NC(=O)C(c2ccncc2)N2CCOCC2)c1 (stereo not drawn),8%,-3%,4%,7%,-147%[inhibitor],i,4,0%,24%
COc1cc(C(=O)n2cnc3ccccc32)c([N+](=O)[O-])cc1OC,12%,-3%,0%,9%,4%,?,0,4%,?
O=C(N/C(=C/c1ccccc1Cl)C(=O)N1CCCC1)c1ccccc1,-5%,-31%[inhibitor],-4%,14%,10%,/,47,-21%,7%
C[C@H](CO)N1C[C@H](C)[C@H](CN(C)C(=O)Nc2ccc(F)cc2)OCc2cnnn2CCCC1=O,-3%,/,0%,-5%,/,i,-16,-6%,0%
COc1cc(/C=C/C(=O)NC(=O)c2ccccc2O)ccc1O,-1%,-8%,7%,4%,-5%,i,-5,7%,41%[activator]
CCOC(=O)CNC(c1ccccc1)c1cc(Br)ccc1NC(=O)CCN1CCOCC1 (stereo not drawn),-29%,10µM*,-5%,-4%,107%,?,?,?,/
COc1cccc(C(=O)Oc2ccc(N3C(=O)CCC3=O)c(C)c2)c1,1%,0%,3%,21%,0%,?,18,0%,3%
CCOC(=O)C1CCCN(Cc2c(F)cccc2Cl)C1 (stereo not drawn),1%[9.24 µM],-1%,2%,0%,23%,i,7,17%,0%
C=Cc1ccc(Cn2c(C)c(C(=O)NCCC#N)sc2=O)cc1,5%,/,3%,3%,/,i,-22,?,9%
O=C(/C=C/[C@H]1O[C@@H](n2cnc3c(NC(=O)c4ccccc4)ncnc32)[C@H](O)[C@@H]1O)NCc1ccccc1,9%,/,0%,7%,/,i,1,-16%,7%
CCOC(=O)CCC(=O)Nc1ncnc2c1C(c1ccccc1)c1c(ccc3ccccc13)O2 (stereo not drawn),/,-8%,?,/,-13%,?,/,-29%,?
Cc1sc2nc(-c3cccnc3)[nH]c(=O)c2c1-c1ccccc1,3%,7%,7%,-9%,9%,i,1,9%,3%
CCCCC(=O)N/N=C/c1cc([N+](=O)[O-])ccc1N1CCOCC1,-2%,0%,13%,-4%,?,i,2,13%,3%
Cc1ccccc1NS(=O)(=O)c1nnc(NC(=O)c2ccccc2F)s1,-12%,2%,2%,5%,-1%,i,-2,9%,-4%
COC(=O)c1cc(C)sc1NC(=O)CN1CCN(C(=O)C2CCCO2)CC1 (stereo not drawn),2%,22%,-1%,5%,1%,?,i,?,1%
C=CCN1C(=O)/C(=C/c2ccc(O)c(OC)c2)S/C1=N/c1nccs1,-2%,18µM*,-14%,?,?,i,-24,15µM*,-6%
O=c1nc2n(c3cccc(Cl)c13)CCCCC2,0%,-4%,11%,7%,?,i,22,2%,-19%
COc1ccc(-c2csc(NCc3ccco3)n2)cc1,-17%,-8%,13%,-11%,8%,i,-17,3%,45%[activator]
CCN(CC)CCN(C(=O)c1ccc(C(=O)c2ccccc2)cc1)c1nc2cc3c(cc2s1)OCO3,-12%,10%,15%,-6%,-8%,i,-55*,4%,-16%
COc1ccc(Nc2cc(C(=O)NCCc3ccccc3)c3ccccc3n2)cc1OC,/,/,9%,/,/,i,/,14%,8%
CC(NC(=O)c1cc2ccccc2oc1=O)c1ccc(O)cc1 (stereo not drawn),-4%,0%,12%,-13%,5%,i,5,?,7%
O=C(CN1CCCCC1)N/N=C/c1ccccc1OCc1ccccc1,0%,7%,11%,-2%,-4%,i,-12,1%,-2%

# Printed as active in IL-1B inflam inh, of those listed so far:
canonical_smiles,SW480 rerep,IL-1B inflam inh
CCN(CC)CCN(C(=O)c1ccc(C(=O)c2ccccc2)cc1)c1nc2cc3c(cc2s1)OCO3,-8%,-55*
